Screens (PubChem)
GPT2 inh: Primary qHTS assay for inhibitors of Glutamate pyruvate transaminase 2 (GPT2). Alanine aminotransferase 2 (Homo sapiens), Q8TD30. Recombinant GPT2, coupled pyruvate oxidase/HRP Amplex Red fluorescence. Potency, µM (series often up to 57.7 µM), for the others: top-dose activity change, negative = inhibition, usual class: inhibitors. hit rate 0.25% among 100,000. AID 1671188, 2021; further: potency means the concentration at half of the fitted maximal effect; nearly all actives have a fitted effect of over 60% in size; many of its hits are not listed in these tables
Target sequence (Q8TD30 whole entry, looked up): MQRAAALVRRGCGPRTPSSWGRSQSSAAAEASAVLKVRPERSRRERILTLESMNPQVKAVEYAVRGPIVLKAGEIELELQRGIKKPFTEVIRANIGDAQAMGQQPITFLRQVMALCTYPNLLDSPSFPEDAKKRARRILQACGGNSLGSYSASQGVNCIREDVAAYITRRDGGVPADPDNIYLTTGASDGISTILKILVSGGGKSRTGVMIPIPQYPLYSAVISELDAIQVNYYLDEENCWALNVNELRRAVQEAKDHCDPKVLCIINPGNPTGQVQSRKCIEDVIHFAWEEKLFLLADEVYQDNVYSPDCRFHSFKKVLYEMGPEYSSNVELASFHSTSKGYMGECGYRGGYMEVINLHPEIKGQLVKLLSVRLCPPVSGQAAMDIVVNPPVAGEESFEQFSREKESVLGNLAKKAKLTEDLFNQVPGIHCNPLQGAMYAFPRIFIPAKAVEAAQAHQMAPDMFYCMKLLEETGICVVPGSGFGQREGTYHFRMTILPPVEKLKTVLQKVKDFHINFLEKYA
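Fluorescence of coupled pyruvate oxidase/HRP/Amplex Red system (50uM Amplex, 30 min, dark) reports pyruvate formed by GPT2. Enzyme reaction: 10ng/uL GPT2, 2mM L-alanine, 250uM a-KG, 30 min room temperature, pH 7.5; 50uM AOA control.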
Luciferase inh: Firefly luciferase inhibition profiling of diverse chemical library using quantitative high-throughput screening; Potency, µM (doses to about 115 µM), for inactives: at the highest dose activity change, negative = inhibition, hits mostly inhibitors; purified P. pyralis luciferase, luminescence, biochemical; hit rate 2.5% among 76,000; Luciferin 4-monooxygenase (Photinus pyralis), P08659; AID 1347043, 2019; further: potency means the concentration at half of the fitted maximal effect; nearly all actives have a fitted effect of over 65% in size
Target sequence (P08659 whole entry, looked up): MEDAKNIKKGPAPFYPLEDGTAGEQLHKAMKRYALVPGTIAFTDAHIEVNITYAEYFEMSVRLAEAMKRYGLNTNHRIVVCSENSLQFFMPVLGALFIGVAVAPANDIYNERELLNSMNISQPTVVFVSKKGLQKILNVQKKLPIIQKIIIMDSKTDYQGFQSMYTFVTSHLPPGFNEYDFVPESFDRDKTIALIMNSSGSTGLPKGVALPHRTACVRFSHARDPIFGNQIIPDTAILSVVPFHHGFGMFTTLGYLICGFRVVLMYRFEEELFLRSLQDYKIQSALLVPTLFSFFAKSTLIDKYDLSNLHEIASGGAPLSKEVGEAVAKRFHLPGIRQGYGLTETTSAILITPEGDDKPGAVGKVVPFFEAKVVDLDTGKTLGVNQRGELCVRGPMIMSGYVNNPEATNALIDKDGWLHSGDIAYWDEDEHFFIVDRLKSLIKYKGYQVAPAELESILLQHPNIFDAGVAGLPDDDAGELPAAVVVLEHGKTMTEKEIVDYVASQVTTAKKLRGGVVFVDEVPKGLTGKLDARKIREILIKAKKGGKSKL
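Inhibitors were tested against purified firefly luciferase in a biochemical, low-substrate format (both substrates at 10uM) and luminescence measured with a CCD imager.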
HEK cytotox: Cytotoxic Profiling in HEK 293 Cell Line of Diverse Libraries Using Quantitative High-Throughput Screening | AID 1345083, 2018 | Potency, µM (highest dose often 115 µM), inactives show top-dose activity change, negative = cytotoxicity, actives largely listed as inhibitors | hit rate 6.6% among 94,000 | HEK 293 viability, ATP luminescence (CellTiter-Glo), 48-72 h; further: potency means the concentration at half of the fitted maximal effect; nearly all actives have a fitted effect of over 60% in size
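250 HEK 293 cells/well; compound by pintool; incubated 48 or 72 hr at 37 degree Celsius; CellTiter-Glo added, 10 min RT, luminescence imaged.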
SNCA expr inh: Primary qHTS assay for inhibitors of alpha-synuclein gene (SNCA) expression. HEK-293 SNCA-luciferase knock-in, luminescence, 24 h. Potency, µM (highest dose often 57.2 µM), inactives show at the top dose activity change, negative = inhibition, actives largely listed as inhibitors. hit rate 0.17% among 140,000;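 further: potency means the concentration at half of the fitted maximal effect; plate controls were DMSO cells for no effect and cell-free wells for full effect; nearly all actives have a fitted effect of over 45% in size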
IP6K1 inhibitor: Primary qHTS assay for small molecule inhibitors of Inositol hexaphosphate kinase 1 (IP6K1). activity change, % (series mostly up to about 58 µM). Inositol hexakisphosphate kinase 1 (Homo sapiens), Q92551. hit rate 0.81% among 140,000. IP6K1 kinase, ADP-Glo luminescence, 2 h; hits give low values; in the data active means activity change below about -25%
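ADP-Glo luminescence measures ADP made by human IP6K1 during a 2 h RT reaction with ATP/IP6 (mix at 1.3 mM/130 uM); top library doses 57.5 and 19.1 uM final.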
SNCA viab count: GF-AFC viability counterscreen for inhibitors of alpha-synuclein gene (SNCA) expression. hit rate 0.12% among 150,000. HEK-293-SNCA-luc viability, GF-AFC fluorescence, 24 h. AID 1671193, 2021. Potency, µM (highest dose often 57.1 µM), for inactives: at the highest dose activity change, negative = cytotoxicity, hits mostly cytotoxic;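 further: potency means the concentration at half of the fitted maximal effect; 0% = DMSO-treated cells and -100% = medium-only wells without cells; nearly all actives have a fitted effect of over 30% in size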
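HEK-293-SNCA-luc cells (1500/well) plated 24 h, then exposed 24 h to a dilution series; GF-AFC added 30 min at 37C, fluorescence 405/540 nm; normalised to medium-only and DMSO wells, Hill fit.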
3T3 cytotox: Cytotoxic Profiling in NIH 3T3 Cell Line of Diverse Libraries Using Quantitative High-Throughput Screening | Potency, µM (series often up to 96.7 µM), without a hit: at the top dose activity change, negative = cytotoxicity, hits mostly inhibitors | NIH 3T3 viability, CellTiter-Glo ATP luminescence, 48-72 h | AID 1345082, 2018 | hit rate 4.3% among 94,000; further: potency means the concentration at half of the fitted maximal effect; nearly all actives have a fitted effect of over 55% in size
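Luminescent ATP readout (CellTiter-Glo, 10 min RT) after 48 or 72 hr compound exposure of NIH 3T3 cells seeded at 400 cells/well in 1536-well format; quantitative HTS.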
Starred values were filed as active, the others as inactive; i = inactive; ? = inconclusive; nt = not tested or not shown; [ ] = another dose, or the depositor's remark. Unless noted, the call rests on the fitted dose curve; in most records, active means well fitted curve in the direction sought with a large enough effect; inconclusive means small, poorly fitted or top-dose-only effect, or another doubt; inactive means no such curve, though single readings can be large; an effect the other way counts as inactive or inconclusive. Unless noted, on the % scale 0 is the no-effect control and ±100 the full control effect. This is a subset, so the mix of outcomes need not match the whole.

compound,GPT2 inh,Luciferase inh,HEK cytotox,SNCA expr inh,IP6K1 inhibitor,SNCA viab count,3T3 cytotox
COc1cc(C2C(C(=O)Nc3ccccc3C)=C(C)Nc3nc(SCc4cc(C)ccc4C)nn32)ccc1O (stereo not given),nt,nt,nt,-21%,-4,3%,nt
COc1ccc(CC(=O)N2CCCN(c3ccc4nnc(C5CC5)n4n3)CC2)cc1,nt,nt,4%,nt,23,nt,-30%
O=c1c2c(nc3cc(-c4ccccc4)[nH]n13)CN(S(=O)(=O)Cc1cccc(F)c1)CC2,-3%,-16%,11%,1%,24,-7%,-9%
COc1cc(SC)ccc1C(=O)N[C@H]1CCN2C(=O)N(c3cccc(SC)c3)C(=O)[C@@H]2C1,i,7%,?,?,-2,-15%,-29%
COc1cccc([S+](=O)([O-])NC2CCN(c3ccc4nnc(-c5ccccc5)n4n3)C2)c1 (stereo not given),nt,nt,?,nt,3,nt,?
CC(=O)Nc1cccc(-c2cnc3n[nH]c(-c4ccc(F)cc4C)c3n2)c1,i,15%[172 µM],20µM*,?,17,14%[87.6 µM],25µM*
CC(C)c1cc(-c2nc(-c3ccccc3)no2)n[nH]1,nt,nt,nt,?,1,-4%,nt
Cn1cnc(S(=O)(=O)N2CCCN(C(=O)c3ccco3)CCNC(=O)CC2c2ccccc2)c1 (stereo not given),i,-8%,3%,-3%,18,-16%,-12%
COc1cc2c(cc1C(=O)N1CC[C@@](O)(C3CCOCC3)[C@H](C)C1)CCC2,1%,0%,5%,15%,20,4%,5%
CN(C)c1ccc(NC(=O)COc2ccc(-c3nnc4n3CCCC4)cc2)cc1,-18%,1%,-2%,37%,14,6%,i
O=C(Nc1ccc(N2CCC(N3CCCCC3)CC2)c(C(=O)O)c1)c1ccccc1,nt,nt,nt,15%,-37*,4%,nt
O=C(COc1ccccc1)N1CCN(c2cc(C(F)(F)F)ncn2)CC1,?,6%,?,20%,4,16%,-25%
Cc1ccc(Cl)cc1NC(=O)Nc1nnc(N(C)Cc2ccccc2)s1,nt,nt,nt,-17%,-1,7%,nt
CN(C)C[C@@H]1CN(c2ccncn2)C[C@H]1NC(=O)Cc1ccsc1,i,-1%,3%,11%,-4,1%,2%
COc1ccc(N2C(=O)CSC23CCN(C(=O)c2ccc(C)cc2)CC3)cc1,-1%,-8%,-83%,20%,-12,-6%,?
CCOC(=O)N1CCc2c(sc(NCc3ccc(OC)c(Br)c3)c2C(=O)Nc2cc(OC)ccc2OC)C1,nt,nt,nt,4%,14,-6%,nt
O=C(c1ccco1)N1CCC(N2CCCC(C(=O)N3CCCC3)C2)CC1 (stereo not given),1%,-6%,i,-11%,11,2%,-1%
COc1ccc(NC(=O)CCS(=O)(=O)c2cc3c4c(c2)CCN4C(=O)CC3)c(OC)c1,nt,nt,nt,-13%,13,6%,nt
CC(C(=O)NCc1cccc(Br)c1)n1ncn2cccc2c1=O (stereo not given),nt,nt,nt,7%,-14,29%,nt
O=C(c1ccc(F)cc1)N1CCC2(CC1)OCC(C(=O)N1CCCC1)N2C(=O)c1cccc(F)c1 (stereo not given),?,-9%,-14%,?,9,0%,-20%
COc1ccc(CCNC(=O)c2ccc(CS(=O)(=O)c3ccc(C)cc3)o2)cc1OC,nt,nt,nt,?,-12,-12%,nt
CCOc1ccc(CCNC(=O)Cn2nnc(-c3ccccc3Cl)n2)cc1OCC,nt,nt,nt,17%,24,3%,nt
CCOC(=O)c1c(NC(=O)/C=C/c2ccccc2)sc2c1CCCC2,nt,nt,nt,-1%,-1,10%,nt
Cc1ccc(CNc2ccc(-c3nc(-c4cccnc4)no3)cc2[N+](=O)[O-])cc1,nt,nt,nt,3%,-7,6%,nt
Cc1noc(-c2ccc(OC3CN(C(=O)NC4CCCCC4)C3)cc2)n1,i,3%,40µM*,10%,9,1%,?
CC(=O)c1ccc(NC(=O)Nc2nnc(N3CCCC(C)C3)s2)cc1 (stereo not given),nt,nt,nt,-2%,-6,-2%,nt
O=C(C1CCCN(S(=O)(=O)c2cccc3nsnc23)C1)N1CCN(c2cccc(Cl)c2)CC1 (stereo not given),nt,nt,nt,-23%,4,-25%,nt
O=C(C1CCCN1Cc1ccc(-c2cncnc2)cc1)N1CCOCC1 (stereo not given),?,nt,-11%,-6%,-1,9%,-15%
COc1cccc(C(=O)NC2=NC(c3ccccc3F)CC(=O)N2)c1 (stereo not given),nt,nt,nt,27%,3,12%,nt
Cc1ccc(C2(O)CCN(C(=O)c3ccc4nc(C)c(C)nc4c3)CC2)nc1,1%,5%,i,7%,-9,5%,0%
COCCN(C(=O)c1cc(OC)c(OC)c(OC)c1)c1nc(-c2ccccc2)cs1,3%,nt,nt,nt,10,-14%,nt
COc1ccc(-c2onc(C)c2C)cc1S(=O)(=O)Nc1cc(Cl)ccc1C,nt,nt,nt,36%[activator],16,-13%,nt
CSCC(=O)N1C[C@@H](NC(=O)NC2CCCCC2)C[C@H]1C(=O)N(C)CC(N)=O,i,-5%[172 µM],i,5%[87.6 µM],-14,8%[87.6 µM],i
Cc1ccc(NC(=O)CN2C(=O)COc3ccc(S(=O)(=O)NC4CCCC4)cc32)cc1Cl,nt,nt,nt,?,-3,-27%,nt
C#CC(C)(CC)NC(=O)c1cc2c(n(-c3ccc(Cl)cc3)c1=O)CC(C)(C)CC2=O (stereo not given),nt,nt,nt,-27%,23,0%,nt
CC1CCC(NC(=O)C2CCN(c3cc(C(F)(F)F)ncn3)CC2)CC1 (stereo not given),i,?,?,78%[activator],15,-6%,?
COc1ccc2[nH]c3c(c2c1)CCNC31CCN(C(=O)c2cnc(C)cn2)CC1,i,-5%,?,0%,9,-6%[12.5 µM],-3%
O=C(Nc1ccc(F)cc1)N1CCN(c2ccc3nnc(-c4ccc(F)cc4)n3n2)CC1,nt,nt,nt,-19%,-22,-28%,nt
COc1ccc(OCc2ccc(-c3nc(C#N)c(NCc4cccnc4)o3)o2)cc1,nt,nt,nt,-22%,-4,-22%,nt
CCOC(=O)C1CCCN(c2ncnc3c2cnn3-c2ccc(C)c(Cl)c2)C1 (stereo not given),nt,nt,nt,91%[activator],4,-2%,nt
Cc1cnc(CC2CCN(C(=O)C(C)C)C2)n1C(C)C (stereo not given),i,3%,-10%,12%,-9,-1%,i
CCc1nc2c(NC(=O)Nc3cccc(C(=O)OC)c3)cccn2n1,3%,?,?,139%[activator],15,-19%,?
O=C(Nc1ccccc1F)N1CCC(Oc2ccccc2-c2nc(C3CC3)no2)C1 (stereo not given),-7%,nt,?,7%,-10,-21%,?
CCN1CCc2c(sc(-n3cccc3)c2C(C)NC(=O)Nc2cc(Cl)c(OC)cc2OC)C1 (stereo not given),nt,nt,nt,10%,-4,-6%,nt
O=C(c1ccc(C(F)(F)F)cc1)N1CCN(C(=O)c2nc3cccnc3n(C3CC3)c2=O)CC1,i,nt,-10%,25%,21,9%,?
CCCNc1cc(N2CCC(CCC(=O)Nc3cc(C)ccc3C)CC2)ncn1,?,?,?,?,9,?,-38%
CC(=O)Nc1ccccc1-c1c(C)nn2c1N(C(=O)c1ccc(Oc3ccccc3)cc1)CCC2,?,-12%,?,?,8,?,?
COc1ccc(NC(=O)c2noc3c2CCCC3)cc1Cl,nt,nt,nt,68%[activator],3,6%,nt
CCOc1ccccc1NC(=O)Cn1c(=O)n(Cc2ccco2)c(=O)c2cccnc21,nt,nt,nt,-1%,23,0%,nt
CCOCC(=O)N1CCC2(CC1)NCCc1c2[nH]c2ccccc12,i,-9%,?,-15%,11,-8%[12.5 µM],?

New compounds follow:
compound,GPT2 inh,Luciferase inh,HEK cytotox,SNCA expr inh,IP6K1 inhibitor,SNCA viab count,3T3 cytotox
O=[S+]1([O-])NCC2(CCN(Cc3ccc(C(F)(F)F)cc3)C2)Oc2ccncc21 (stereo not given),i,nt,-12%,8%,15,0%,-17%
Cc1noc(C)c1[S+](=O)([O-])N1CCN(C(=O)c2nc3cccnc3n(Cc3ccccc3)c2=O)CC1,4%,nt,-14%,-8%,2,-23%[12.5 µM],-16%
COc1ccc(N2CC(NC(=O)COc3ccccc3F)CC2=O)cc1OC (stereo not given),nt,nt,nt,?,6,0%,nt
CCOC(=O)C(C)NC(=O)N1CCC2(CC1)CN(Cc1ccc(OC)cc1)C2=O (stereo not given),-4%,3%,0%,-15%,5,2%,-7%
CCOCCN1C(=O)COC[C@@H]1[C@H](O)c1ccc(NC(=O)C2CCCCC2)cc1,5%[88.5 µM],12%[172 µM],-10%[172 µM],26%[87.6 µM],3,4%[87.6 µM],-16%[138 µM]
Cc1cccc(NC(=O)CSc2nc3c(c(=O)[nH]2)CN(Cc2ccc4c(c2)OCO4)CC3)c1C,nt,nt,nt,8%,13,-7%,nt
O=Cc1ccccc1-c1cc(F)cc(F)c1,?,nt,i,-28%[87.6 µM],-19,2%[87.6 µM],i
COc1ccc(-c2cc(C[C@@H]3CC[C@H](O)[C@@H](CNC(=O)C(C)(C)C)O3)no2)cc1,i,5%[172 µM],-28%[172 µM],?,-3,-2%[87.6 µM],-26%[138 µM]
CCN(CC)C(=O)CSc1nnc2[nH]c(=O)cc(C)n12,nt,nt,nt,4%,-12,4%,nt
CC(=O)N1CCc2nc(C(C)C)nc(-c3ccc(O)cc3)c2C1,i,6%[172 µM],-5%[172 µM],-8%[87.6 µM],-1,-11%[87.6 µM],-14%[138 µM]
COc1ccc(-c2ccc(NC(=O)C3CCCC3)cc2)nn1,nt,nt,?,nt,-2,nt,?
O=C1CO[C@H]2CN(Cc3ccc4c(c3)OCO4)C[C@H]2N1Cc1ccccn1,4%[88.5 µM],1%[172 µM],-13%[172 µM],?,17,-1%[87.6 µM],-14%[174 µM]
Cn1nccc1C(=O)N1C[C@@H](Oc2cccnc2)C[C@H]1C(=O)NC1CC1,-11%,6%,i,8%,-6,13%,i

Two entries from above, with each value named:
COc1ccc(-c2cc(C[C@@H]3CC[C@H](O)[C@@H](CNC(=O)C(C)(C)C)O3)no2)cc1
- GPT2 inh = i
- Luciferase inh = 5%[172 µM]
- HEK cytotox = -28%[172 µM]
- SNCA expr inh = ?
- IP6K1 inhibitor = -3
- SNCA viab count = -2%[87.6 µM]
- 3T3 cytotox = -26%[138 µM]
CCN(CC)C(=O)CSc1nnc2[nH]c(=O)cc(C)n12
- GPT2 inh = nt
- Luciferase inh = nt
- HEK cytotox = nt
- SNCA expr inh = 4%
- IP6K1 inhibitor = -12
- SNCA viab count = 4%
- 3T3 cytotox = nt
